BAZ2B block: blocks human BAZ2B; Q9UIF8; AlphaScreen BAZ2B-H3K14Ac peptide displacement; Potency, µM (titrated, usually from 114 µM), without a hit: at the top dose activity change, negative = inhibition, hits mostly inhibitors; hit rate 4.4% among 360,000; AID 504333; note: potency is the fitted concentration of half-maximal effect; % is set by controls: 0 for no effect and ±100 for the full control effect; nearly all actives have a fitted effect of over 60% in size
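Multi-concentration screen (max 110 uM) measuring displacement of acetylated histone H3 peptide from BAZ2B by AlphaScreen, using 50 nM protein, 50 nM peptide and 10 ug/mL streptavidin donor plus Ni-chelate acceptor beads.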
ERG Ets-DNA blk: inhibitors of human ERG Ets domain-DNA interaction | fluorescence polarization, His-ERG Ets domain / labelled DNA | Potency, µM (series often up to 76.9 µM), for inactives: top-dose FP activity, negative = inhibition, hits mostly inhibitors | P11308 | hit rate 0.028% among 370,000 | AID 624246; active = well fitted inhibition curve with a large enough effect in the polarisation, with a control signal flat; inconclusive = small, poorly fitted or top-dose-only effect, or effect the other way, or a change in a side signal; inactive = no such curve, though single readings can be large or run the other way; the % refers to the polarisation;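 note: polarization taken with two DNA probes labelled with fluorescein and Texas red; potency is the fitted concentration of half-maximal effect; % of control where 0% means no effect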
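His-tagged ERG Ets domain (1 uM in the protein solution; 300mM KCl, 50mM Tris-HCl, 1mM EDTA, 1mM DTT, pH 7.5) received compound, then a probe mix of 5 nM fluorescein-DNA and 100nM Texas-615-DNA. Fluorescence polarization was read for both dyes.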
GLS inh: glutaminase GLS (human) inhibition | GLS enzymatic activity, qHTS titration | Potency, µM (doses to about 45.5 µM), inactives show at the top dose activity change, negative = inhibition, usual class: inhibitors | hit rate 0.21% among 410,000 | AID 624170; note: potency is the fitted concentration of half-maximal effect; % is set by controls: 0 for no effect and ±100 for the full control effect
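Compounds were pin-transferred onto hKGA, after which L-glutamine (1 mM solution) and a detection mix of glutamate oxidase, HRP and Amplex Red were added. Initial and 30 min RT fluorescence reads were collected.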
JMJD2A Tudor: blocks the human JMJD2A Tudor domain | Potency, µM (doses to about 114 µM), for the others: top-dose activity change, negative = inhibition, usual class: inhibitors | AID 504339 | AlphaScreen JMJD2A-Tudor / H3K4me3 peptide binding | hit rate 4.4% among 390,000 | O75164; note: potency is the fitted concentration of half-maximal effect; % is set by controls: 0 for no effect and ±100 for the full control effect; nearly all actives have a fitted effect of over 50% in size
RGS4 inhibitor: inhibitors of human regulator of G protein signaling 4; P49798; Transcreener GDP fluorescence polarization, RGS4-accelerated GTP hydrolysis; Potency, µM (doses to about 114 µM), for inactives: at the top dose activity change, negative = inhibition, hits mostly inhibitors; hit rate 0.039% among 390,000; note: potency is the fitted concentration of half-maximal effect; % is set by controls: 0 for no effect and ±100 for the full control effect; nearly all actives have a fitted effect of over 75% in size; some results filed as inactive show a strong effect at the top dose
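MLSMR compounds (23 nl, pin-transferred) preincubated 10 min at room temperature with a 500nM (2x) first reagent, then RGS4 at 900nM (2x) plus Transcreener GDP mix added; fluorescence polarization (620/688 nm) read before and after 90 min at 30 °C.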
ALOX12 inh: blocks human arachidonate 12S-lipoxygenase. purified 12hLO, xylenol orange hydroperoxide absorbance. Potency, µM (top dose mostly 108 µM), for inactives: at the top dose activity change, negative = inhibition, hits mostly inhibitors. AID 1671190. hit rate 1.1% among 580,000. P18054; note: potency is the fitted concentration of half-maximal effect; % is set by controls: 0 for no effect and ±100 for the full control effect
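Purified human 12hLO at 150 nM in 25 mM Hepes, 0.01% Triton X-100, pH 7.0, preincubated 15 min at room temperature with compound. Reaction started with 40 uM arachidonic acid, 30 min at room temperature. Hydroperoxide measured by Fe-xylenol orange, 573/405 nm absorbance ratio.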
G9a inh: blocks human histone lysine methyltransferase G9a; Q96KQ7; G9a H3K9 monomethylation, AlphaScreen, 2 h; Potency, µM (doses to about 102 µM), for the others: top-dose activity, negative = inhibition, actives largely listed as inhibitors; hit rate 8.8% among 350,000; AID 504332; note: potency is the fitted concentration of half-maximal effect; % is set by controls: 0 for no effect and ±100 for the full control effect; nearly all actives have a fitted effect of over 75% in size
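Using a bead-based AlphaScreen, monomethylated H3K9 product from 2 h room-temperature reactions (G9a 20 nM, peptide 500 nM, SAM 20 uM) was detected with 0.5 ug/mL rabbit anti-H3K9me1 antibody.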
PI4K2A block: PI4K2A (human) kinase inhibition; purified PI4K2A, ADP-Glo luminescence, 1 h; active compounds read low; AID 1346378; activity change, negative = inhibition, % at 76.9 µM; hit rate 0.13% among 420,000; Q9BTU6; in the data active = activity change below about -50%; inconclusive = mostly about -30% to -49%;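 note: -100% = wells without enzyme as full effect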
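ADP-Glo luminescence measured ADP generated by PI4K2A enzyme (4 ug/mL before mixing) with 1.2 mM PI substrate (pre-mix) and 300 microM ATP (pre-mix). Tris pH7.5 buffer with MgCl2, Triton X-100; 1 h reaction at ambient temperature.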
HP1b binding inh: HP1-beta chromodomain-methylated histone interaction inhibition | P83916 | AlphaScreen HP1-beta / biotin-H3K9me3 peptide binding | Potency, µM (top dose mostly 114 µM), inactives show at the top dose activity change, negative = inhibition, actives largely listed as inhibitors | hit rate 0.56% among 390,000 | AID 540317; note: potency is the fitted concentration of half-maximal effect; nearly all actives have a fitted effect of over 70% in size; inactives centre near 23
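HP1-beta protein (50 nM final) preincubated 30 min at room temperature with biotinylated H3(1-18)K9me3 peptide (50 nM) in PBS pH 7.4, 0.01% Tween-20, then compound added for 30 min. AlphaScreen streptavidin donor/nickel chelate acceptor beads (10 ug/mL final), 30 min dark, luminescence read.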
* = called active by the depositor; i = inactive; ? = inconclusive; . = not tested or not shown; & = joins results of further samples; [ ] = remark or other dose. Unless noted, calls come from the whole dose curve; as a rule, active = well fitted curve in the direction sought with a large enough effect; inconclusive = small, poorly fitted or top-dose-only effect, or another doubt; inactive = no such curve, though single readings can be large; an effect the other way counts as inactive or inconclusive. The list is partial; rates above refer to the full screens.

entry	SMILES	RGS4 inhibitor	PI4K2A block	G9a inh	HP1b binding inh	ERG Ets-DNA blk
1	COc1ccc(-c2nc3n(c(=O)c2C#N)CCCS3)cc1	-26%	-22	13%	46%[activator]	2%
2	CCN(C(=O)c1ccc2c(=O)n3c(nc2c1)CCCCC3)c1ccccc1C	-2%	1	-6%	19%	-10%
3	Cc1nc(-c2cc(-c3ccc(Cl)cc3)no2)cs1	-19%	4	-5%	47%[activator]	2%
4	Cc1ccc(-c2nn(CCC(=O)O)cc2CCC(=O)O)cc1	-4%	-10	-5%	12%	2%
5	Cc1cccc(/C=N/NC(=O)c2ccc(NC(=O)c3ccc(F)cc3)cc2)n1	-28%	-1	-18%	82%[activator]	0%
6	CC(C)c1nnc(NC(=O)CCC(=O)Nc2ccc(F)cc2)s1	-1%	-7	-36%[59 µM]	19%	-6%
7	O=C(CSc1nnc(CNC(=O)c2ccccc2)o1)NCC1CCCO1 (stereo not drawn)	-27%	0	9%	24%	14%
8	CCN(CC)S(=O)(=O)c1cccc(C(=O)OCc2cc(=O)n3nc(C)sc3n2)c1	26%	3	1%[59 µM]	16%	4%

entry	ALOX12 inh	GLS inh	BAZ2B block	JMJD2A Tudor
1	38%[activator]	0%	?	-5%
2	-23%	-1%	-8%	-24%
3	0%	-9%	-1%	-3%
4	0%	-2%	1%	-2%
5	-12%	-1%	2%	-20%
6	41%[activator]	7%	-6%	1%
7	i	-11%	-11%	-5%
8	48%[activator]	6%	1%	-8%

Part of the list above, limited to ERG Ets-DNA blk and G9a inh:
entry | SMILES | ERG Ets-DNA blk | G9a inh
7 | O=C(CSc1nnc(CNC(=O)c2ccccc2)o1)NCC1CCCO1 (stereo not drawn) | 14% | 9%
5 | Cc1cccc(/C=N/NC(=O)c2ccc(NC(=O)c3ccc(F)cc3)cc2)n1 | 0% | -18%
8 | CCN(CC)S(=O)(=O)c1cccc(C(=O)OCc2cc(=O)n3nc(C)sc3n2)c1 | 4% | 1%[59 µM]
2 | CCN(C(=O)c1ccc2c(=O)n3c(nc2c1)CCCCC3)c1ccccc1C | -10% | -6%
3 | Cc1nc(-c2cc(-c3ccc(Cl)cc3)no2)cs1 | 2% | -5%

Continuation:
entry	SMILES	RGS4 inhibitor	PI4K2A block	G9a inh	HP1b binding inh	ERG Ets-DNA blk
9	CCN1CCN(CCCNC(=O)C(=O)c2c(C)[nH]c3ccccc23)CC1	-4%	3	6%	48%[activator]	-5%
10	CCCCN1CCc2[nH]c(=S)[nH]c(=O)c2C1	-15%	-1	35µM*	-12%	0%
11	C[C@H](NC(=O)c1nc[nH]c1C(=O)N[C@H](C)c1ccccc1)C(=O)OCc1ccccc1	10%	-3	6%[12.7 µM]	37%	0%
12	COCCn1c(SCC(=O)N2CCCc3ccccc32)nc2c(c1=O)SC(C)C2 (stereo not drawn)	-4%	2	8%[59 µM]	6%	-4%
13	Cc1nn(CC(=O)N2CCN(C)CC2)c(=O)c2ccccc12	-6%	-1	-3%	23%	-3%
14	Cc1onc(-c2ccccc2Cl)c1C(=O)N1CCN(S(=O)(=O)c2ccc(F)c(F)c2)CC1	25%	3	-2%	12%	7%
15	CCC(C(=O)O)P(=O)(c1ccc(Cl)cc1)c1ccc(Cl)cc1 (stereo not drawn)	-4%	1	.	45%[activator]	0%
16	CN(Cc1ccccc1)C(=O)CSc1nc2ccsc2c(=O)n1-c1ccc(F)cc1	35%	-1	-2%[59 µM]	27%	-5%

entry	ALOX12 inh	GLS inh	BAZ2B block	JMJD2A Tudor
9	0%	-2%	.	7%
10	?	3%	16%	25µM*
11	8%	-2%	-3%	-18%
12	10%	4%	0%	-12%
13	-2%	-13%	3%	-4%
14	0%&3%	20%	-4%	-5%
15	4%	14%	-4%	-8%
16	1%	-6%	-2%	-27%

(list continues)
entry	SMILES	RGS4 inhibitor	PI4K2A block	G9a inh	HP1b binding inh	ERG Ets-DNA blk
17	O=C(Nc1ccc(S(=O)(=O)N2CCc3ccccc32)cc1)c1ccc2c(c1)OCO2	-4%	9	-13%[59 µM]	22%	9%
18	CCOC(=O)C(Cc1ccc(O)c([N+](=O)[O-])c1)N1C(=O)c2ccccc2C1=O (stereo not drawn)	?	-3	.	-2%	.
19	Cc1[nH]c(C)c(S(=O)(=O)NCc2ccc(F)cc2)c1C(=O)N1CCCC1	18%[56.9 µM]	1	.	32%	-6%
20	O=C(Cc1cccs1)NCCS(=O)(=O)N1CCN(c2cccc(Cl)c2)CC1	-10%	-7	22%[0.501 µM]	23%	6%
21	COC(=O)Cc1ccc(NC(=S)NCc2ccccc2Cl)cc1	-44%	0	?	2%	21%
22	CCN1CCN(c2c(S(=O)(=O)c3ccc(C)c(C)c3)cnc3cc(OC)c(OC)cc23)CC1	25%	-3	-7%[59 µM]	15%	4%
23	CSc1ccccc1OCc1cc(C(=O)NCc2cnc(C)cn2)no1	-1%	-1	.	32%	-17%
24	COCCNC(=O)c1cc(-c2ccc(-c3ccccc3)cc2)nc2ccccc12	-2%	5	18%	29%	2%

entry	ALOX12 inh	GLS inh	BAZ2B block	JMJD2A Tudor
17	-4%	-4%	4%	-26%
18	-12%	-8%	.	-31%
19	-11%	-19%	-12%	-11%
20	-21%	9%	7%	-14%
21	?	-1%	3%	-8%
22	2%	2%	?	-27%
23	0%	8%	-1%	-15%
24	-5%	5%	0%	-5%

More compounds:
entry	SMILES	RGS4 inhibitor	PI4K2A block	G9a inh	HP1b binding inh	ERG Ets-DNA blk
25	Nc1nc(SCC(=O)Nc2cccc(F)c2)n[nH]1	-10%	-3	.	22%	-9%
26	O=C(Nc1ccc(Cl)cc1)Nc1nnc(SCc2ccc(Cl)cc2)s1	8%	5	45%[59 µM]	27%	11%
27	O=C(Cn1cc(C(=O)C2CC2)c2ccccc21)Nc1ccc(Br)cc1	-5%	-6	0%[59 µM]	39%[activator]	-5%
28	O=C1Nc2ccc(Br)cc2/C1=C/C(=O)c1ccc2c(c1)OCO2	?	3	10µM*	-13%	-7%
29	CCN(CC)CCCNC(=O)c1cn(CC)c2ccc(S(=O)(=O)N(C)C3CCCCC3)cc2c1=O	24%	3	.	33%	1%
30	O=C(O)COc1ccc(/C=C2\SC(=Nc3ccccc3)N(c3ccccc3)C2=O)cc1	-16%	-1	-30%	14%	-10%
31	Cn1c(Cn2cnc3ccccc32)nc2ccccc21	-26%	-9	19%	44%[activator]	3%
32	COc1ccc2[nH]c(C(=O)N(Cc3ccccn3)Cc3ccccn3)cc2c1	-3%	-1	?	35%	0%

entry	ALOX12 inh	GLS inh	BAZ2B block	JMJD2A Tudor
25	6%	25%	.	-10%
26	-6%	-2%	-1%	-14%
27	-6%	-1%	3%	-5%
28	?	0%	?	?
29	?	4%	-18%	-15%
30	-26%	12%	-19%	-26%
31	26%	2%	4%	-31%
32	0%	4%	-20%	-11%

Later entries
entry	SMILES	RGS4 inhibitor	PI4K2A block	G9a inh	HP1b binding inh	ERG Ets-DNA blk
33	CCN(Cc1ccccc1)C(=O)Cn1cnc2c1c(=O)n(C)c(=O)n2C	-21%	-8	-29%[59 µM]	28%	10%
34	CC(C)OC(=O)CSc1nc(-c2ccc(F)cc2)nc2ccc(F)cc12	15%	-4	21%	3%	-1%
35	C=CC[C@@H](CC(=O)NCCO)C(=O)N[C@@H](COC(=O)[C@@H](CC=C)Cc1ccc(F)cc1)Cc1c[nH]c2ccccc12	-21%	-3	.	40%	5%
36	CN(CC(=O)Nc1ccccc1Cl)C(=O)c1ccc(COc2ccccc2)cc1	-11%	2	1%[0.501 µM]	27%	-13%
37	O=C1CC(c2ccccc2)Oc2cc(O)ccc21 (stereo not drawn)	18%	2	8%	-17%	-2%
38	CSc1ccc(C#N)cc1NC(=O)c1ccc(Cl)cc1Cl	4%	0	2%[59 µM]	26%	-4%
39	CC(C)CCNc1nnnc2c1sc1nc(N3CCOCC3)c3c(c12)CC(C)(C)SC3	-4%	-1	11%[59 µM]	6%	-6%
40	COc1ccc(S(=O)(=O)Nc2ccccc2C(=O)NC(C)C)cc1OC	-2%	-10	-3%	27%	8%

entry	ALOX12 inh	GLS inh	BAZ2B block	JMJD2A Tudor
33	0%&-1%	-8%	-21%	-6%
34	-1%	13%	2%	-15%
35	-5%	-2%	.	-24%
36	23%	0%	-6%	-1%
37	?	1%	-4%	-18%
38	24%	17%	-1%	1%
39	-9%&-18%	-7%	-4%	-19%
40	177%[activator]	-1%	6%	8%

Continued.
entry	SMILES	RGS4 inhibitor	PI4K2A block	G9a inh	HP1b binding inh	ERG Ets-DNA blk
41	C=CCN(CC=C)c1cnn(-c2nc3ccccc3[nH]2)c(=O)c1Cl	9%	-11	?	33%	-6%
42	Cc1cc(NS(=O)(=O)c2ccc(NC(=O)C(c3ccccc3)c3ccccc3)cc2)no1	9%	-3	-7%[59 µM]	-3%	-7%
43	CCOC(=O)Nc1ccc2ncn(C)c(=O)c2c1	3%	-1	?	28%	-1%
44	Cc1ccc(C)c(NC(=O)CN(C)C(=O)[C@@H](NC(N)=O)C(C)C)c1	1%	1	66%	24%	-2%

entry	ALOX12 inh	GLS inh	BAZ2B block	JMJD2A Tudor
41	8%	5%	?	-21%
42	0%	30%	-2%	-11%
43	-23%	6%	-31%	-13%
44	-12%	9%	?	-9%

Source: PubChem BioAssay
